AP ELISA ortho: alternative pathway complement inhibition, orthogonal assay; Human serum alternative complement pathway, LPS-coated ELISA, C3 deposition; tested in compound mixtures; inhibition, % at 5 µM; hit rate 0.08% among 62,000;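 active = inhibition above 30% in each of the two pooled mixtures holding the compound, so the lower value exceeds 30%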;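 note: 0% = serum in Mg-EGTA without compound and 100% = EDTA serum blank; some compounds past the cut are filed as inactive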
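Medium: diluted human serum in Mg2+-EGTA GVB++. Assay system: human serum complement alternative pathway, C3 deposition onto LPS. Also added: Plate-bound LPS. Technique: Anti-C3 ELISA, OD 450 nm. Measure: percent inhibition. Incubation: 1 h at 37 °C. Dosing: 5 µM each compound, pools of ten, 50 µM per pool.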
S1P3 agonist: activates the human S1P3 receptor. hit rate 0.1% among 60,000. activation, % at 4.5 µM. Q99500. AID 373. S1P3 NFAT-BLA reporter cells, agonism, FRET ratio; relative to 1 µM S1P, basal subtracted;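 active = activation above the screen-wide mean plus 3 SD, cut at about 4.5% in these data, passing the limit was not always enough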; note: some compounds called inactive have numbers as strong as hits
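Assay system: CHO cells stably expressing human S1P3, Gα16 and NFAT-β-lactamase reporter. Timing: overnight plating, 4 h compound 37 °C, 2 h substrate RT. Signal: β-lactamase FRET emission ratio 460/535 nm. Measure: percent activation versus median 1 µM S1P response, basal-subtracted, per plate. Repeats: primary screen single test, confirmation screen in triplicate.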
RORA act: RORA (human) activation. P35398. CHO-K1 Gal4-RORA LBD luciferase reporter, luminescence; percent increase over mock-subtracted basal signal. hit rate 1.5% among 65,000. activation, % at 10 µM;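 active = activation above the mean of all tested compounds plus 3 SD, cut at about 49% in these data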;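 note: 0% = DMSO-treated RORA cells and 100% = added signal equal to DMSO minus mock-transfected cells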
SF1 activator: SF-1 (human) activation | CHO-K1 Gal4-SF-1 LBD luciferase reporter; % increase over DMSO SF-1-specific signal | hit rate 1.9% among 65,000 | activation, % at 10 µM | AID 522;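 active = activation above the mean activation of all tested compounds plus 3 SD, cut at about 50% in these data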
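material = CHO-K1 cells with Gal4–hSF-1 LBD chimera plus Gal4-driven luciferase | compound = 10 µM single point, 1% DMSO | incubation = 20 h compound exposure at 37 °C after 1 h cell settling | measured by = SteadyLite luciferase luminescence | evaluation = percent activation relative to DMSO median and mock-transfected background | control set = DMSO negative control and −SF1 background wells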
S1P1 ag-PAM: agonists and agonism potentiators of human S1P1 receptor; S1P1 CRE-bla cells, forskolin, beta-lactamase FRET, potentiator mode; S1P1 agonist co-added at EC20, 2 nM; 100% = saturating reference agonist, 0% = basal; activation, % at 9.5 µM; P21453; hit rate 0.57% among 56,000; AID 449;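 active = activation above a cutoff set at the mean activation of all tested compounds plus 3 SD, cut at about 54% in these data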;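 note: forskolin at 4 µM as EC80 and the EC20 agonist is SEW2871; 100% = SEW2871 at its EC100 plus forskolin at EC80; some compounds past the cut are filed as inactive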
5HT1E ag: 5-HT1E (human) receptor agonism; AID 574; hit rate 0.69% among 65,000; CHO 5-HT1E Ga15 NFAT-bla reporter, FRET; 0% DMSO wells, 100% control agonist wells; activation, % at 6 µM; P28566;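 active = activation above a set limit, the screen-wide mean activation plus 3 SD, cut at about 8.5% in these data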;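 note: 100% = positive control agonist at 1 µM giving full maximal response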
Target sequence (P28566 whole entry, looked up): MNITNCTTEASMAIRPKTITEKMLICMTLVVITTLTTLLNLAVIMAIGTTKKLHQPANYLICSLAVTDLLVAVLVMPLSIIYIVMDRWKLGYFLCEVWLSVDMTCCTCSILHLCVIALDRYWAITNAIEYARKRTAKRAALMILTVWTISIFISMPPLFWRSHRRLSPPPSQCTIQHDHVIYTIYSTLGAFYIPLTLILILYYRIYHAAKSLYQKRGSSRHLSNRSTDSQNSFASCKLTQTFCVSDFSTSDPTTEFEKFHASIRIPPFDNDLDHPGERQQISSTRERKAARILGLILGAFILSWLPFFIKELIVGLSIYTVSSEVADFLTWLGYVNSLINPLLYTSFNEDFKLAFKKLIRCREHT
tolC growth inh: blocks growth of E. coli BW25113 tolC mutant; growth inhibition, % at 10 µM (by protocol); OD615; hit rate 2.2% among 65,000;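 active = growth inhibition at or above a cutoff equal to the mean over every tested compound plus 3 SD, cut at about 60% in these data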;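 note: growth measured after 20 h incubation at 37 °C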
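Doses: one dose of 10 µM final / Material: E. coli BW25113 ΔtolC::kan, tolC deletion mutant strain / Buffer or medium: LB with kanamycin 50 µg/mL / Evaluation: percent growth inhibition / Detection: optical density read at 615 nm / Incubation: 37 °C, 20 h exposure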
5HT1a antag: blocks the human serotonin 5-HT1a receptor; P08908; CHO 5-HT1a Ga15 NFAT-bla reporter, antagonist mode; inhibition, % at 10 µM; hit rate 0.68% among 62,000;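 active = inhibition above the mean of all tested compounds plus 3 SD, cut at about 43% in these data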;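 note: receptor stimulated by 5-CT agonist at 100 nM near EC80; beta-lactamase reporter measured by ratiometric fluorescence of a cleavable substrate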
Target sequence (P08908 whole entry, looked up): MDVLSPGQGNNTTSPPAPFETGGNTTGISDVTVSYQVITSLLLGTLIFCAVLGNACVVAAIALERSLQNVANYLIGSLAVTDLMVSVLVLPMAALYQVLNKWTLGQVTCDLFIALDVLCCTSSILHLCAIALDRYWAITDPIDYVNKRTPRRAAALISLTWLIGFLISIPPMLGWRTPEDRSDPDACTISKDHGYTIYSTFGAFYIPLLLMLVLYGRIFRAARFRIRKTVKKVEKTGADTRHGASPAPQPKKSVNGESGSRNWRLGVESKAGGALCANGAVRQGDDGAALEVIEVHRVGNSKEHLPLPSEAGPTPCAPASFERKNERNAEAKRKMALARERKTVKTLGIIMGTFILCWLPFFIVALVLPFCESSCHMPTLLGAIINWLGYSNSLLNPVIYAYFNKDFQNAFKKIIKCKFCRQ
5HT1E antag: 5-HT1E (human) receptor antagonism. P28566. CHO 5-HT1E Ga15 NFAT-bla reporter, FRET, antagonist. inhibition, % at 6 µM. hit rate 0.99% among 65,000. AID 571;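 active = inhibition above a set limit, the mean inhibition across every tested compound plus 3 SD, cut at about 29% in these data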;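 note: signal is the 460 over 535 nm emission ratio of beta-lactamase substrate; 0% = agonist plus DMSO wells and 100% = wells without agonist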
Numbers without * were called inactive; nt = no result given. Compounds were not picked by outcome; about 7.1% have a hit in one of these screens.

The opening 2 entries, to show the layout:
SMILES	AP ELISA ortho	S1P3 agonist	RORA act	SF1 activator	S1P1 ag-PAM	5HT1E ag	tolC growth inh	5HT1a antag	5HT1E antag
CCN(CC)c1ccc(C2C(C(=O)OC)=C(C)NC(C)=C2C(=O)OC)cc1	6	-1.0	-3	-20	-8	-1.0	2	25	0
Cc1ccc(S(=O)(=O)N2CCCC(NC(=O)N3CCN(c4ccccc4)CC3)C2)cc1 (centres undefined)	18	0.0	-11	-23	8	-1.3	-9	5	13

Results, from the start:
SMILES	AP ELISA ortho	S1P3 agonist	RORA act	SF1 activator	S1P1 ag-PAM	5HT1E ag	tolC growth inh	5HT1a antag	5HT1E antag
CCN(CC)c1ccc(C2C(C(=O)OC)=C(C)NC(C)=C2C(=O)OC)cc1	6	-1.0	-3	-20	-8	-1.0	2	25	0
Cc1ccc(S(=O)(=O)N2CCCC(NC(=O)N3CCN(c4ccccc4)CC3)C2)cc1 (centres undefined)	18	0.0	-11	-23	8	-1.3	-9	5	13
CC1(C)CC(=O)c2c(nn(-c3ccccc3)c2N)C1	11	-0.6	7	-20	-4	-0.6	-19	-1	-5
Cc1sc(NC(=O)c2cccs2)nc1-c1ccccc1	1	-0.1	17	46	9	-0.9	29	22	-3
O=S(=O)(c1ccc(F)cc1)N1CCC(O)(c2ccc3c(c2)OCO3)CC1	9	0.5	3	12	28	-0.4	12	9	4
O=C(O)CCn1c(=O)sc2ccccc21	15	0.7	-2	-18	-5	0.0	-22	-1	-6
CCCc1nnc(NC(=O)CCCC(=O)O)s1	-6	-0.2	6	7	-14	-0.5	-16	16	1
COC(=O)C1=C(C)NC(C)=C(C(=O)OC)C1c1ccc(N(C)C)cc1	8	0.1	-17	-2	-17	-0.1	4	3	-2
O=C(CCN1C(=O)C2C3C=CC(C3)C2C1=O)N1CCN(c2cccc(Cl)c2)CC1 (centres undefined)	5	-0.1	-1	16	10	-0.6	9	4	2
O=C(NCCN1CCN(Cc2ccccc2)CC1)C1CC(=O)N(C2CCCC2)C1 (centres undefined)	12	0.2	-3	-10	1	-0.2	-17	-10	2
CCN(CC)CCCCCOc1ccccc1OC	-2	-1.6	11	-11	-18	-1.5	-1	17	5
Cc1oc(-c2ccccc2F)nc1CN1CCC(C(=O)NC2CCCCCCC2)CC1	20	-0.8	-17	-12	-2	-0.1	16	9	6
CS(=O)(=O)N1CCN(c2ccccc2F)CC1	8	0.4	-3	17	nt	-0.5	-16	5	-4
N#Cc1cc(C(=O)c2cc(Br)ccc2O)cn(C2CC2)c1=O	-1	0.2	1	-2	20	0.2	-5	0	0
O=S(=O)(c1ccccc1)c1ccc(NCc2ccco2)cc1	8	0.1	-21	-3	1	0.7	23	4	2
O=c1nccc(NCc2ccco2)[nH]1	0	-0.2	-10	-5	4	-1.3	-17	-5	-1
Cc1cc(Nc2ccccc2)n(-c2nc3ccccc3[nH]2)n1	-9	-0.3	6	-2	-5	0.4	95*	28	-19
CC(=O)Nc1c(C(=O)NCc2ccccc2)nnn1Cc1ccccc1	-6	0.2	5	-5	-6	-0.6	-10	0	5
COc1ccc(CCNC(=O)C2CCCN(Cc3nc(-c4cccc(Cl)c4)oc3C)C2)cc1OC (centres undefined)	9	-1.1	-1	-5	-3	0.5	17	2	-9
CC(=O)Oc1ccc2c(C)cc(=O)[nH]c2c1	nt	-0.6	-8	-2	2	0.6	-3	nt	-15
Cc1ccc(CNC(=O)CCCn2c(=O)c3ccccc3n(CC(=O)NC3CCCC3)c2=O)cc1	16	-0.8	-2	9	-20	-0.2	-9	-8	-5
COc1ccccc1Cn1c(=S)[nH]c2cc(C(=O)NCCN3CCOCC3)ccc2c1=O	7	nt	-22	-11	nt	0.5	-3	-1	-6
CCOc1ccc2cc(S(=O)(=O)n3ccnc3C)ccc2c1	0	-0.8	5	-7	-15	-0.9	-6	10	5
CCn1c(SCC(=O)Nc2cccc(NC(=O)c3ccco3)c2)nnc1-c1cccs1	-8	-0.7	-8	-2	0	-0.3	8	-1	-7
CC(C)(C)NC(=O)CSc1nsc(SCC(=O)NC(C)(C)C)c1C#N	nt	-2.5	-17	-6	16	0.1	2	nt	8
Nc1c(C(=O)NC2CCCC2)c2nc3ccccc3nc2n1N	-2	0.2	18	7	-21	1.6	-6	8	13
COc1cccc(C2CC(c3ccccc3Cl)Nc3nc(N)nn32)c1 (centres undefined)	nt	0.1	14	-9	-40	0.7	13	-20	-3
CN1CCN(C(=O)Nc2cccc3ccccc23)CC1	17	-0.6	-14	0	nt	-0.9	-19	11	8
O=C(c1ccco1)N1CCN(C(=O)c2ccccc2Oc2ccccc2)CC1	18	-0.6	-12	-3	-10	-1.6	13	24	4
Cc1nc(N2CCc3ccccc32)[nH]c(=O)c1CCC(C)C	5	-0.1	1	-4	-31	0.3	-11	-9	-6
c1ccc(CN2CCN(CCCNc3ccc4nnc(-c5ccccc5)n4n3)CC2)cc1	14	1.2	12	4	-28	0.4	19	-2	3
COCCNc1nc(-n2nc(C)cc2C)nc2sc3c(c12)CCCC3	1	18*	29	-27	-84	1.0	94*	1	23
Nc1nc2n(n1)C(c1cccs1)CC(c1ccc(F)cc1)N2 (centres undefined)	nt	0.1	-8	1	-10	0.3	3	nt	4
O=C(OCCOCCN=C1NS(=O)(=O)c2ccccc21)C1CC(=O)N(c2ccccc2)C1 (centres undefined)	4	-1.3	-6	-13	27	0.3	-1	-10	7
CCCc1cc(=O)oc2cc(C)c3c(C)coc3c12	-6	-1.2	11	1	-31	0.1	10	9	9
Cn1c(=O)cc(SCC(=O)NCCN2CCN(c3ccccc3F)CC2)c2cc(Cl)ccc21	21	-0.7	-2	-12	-11	3.4	10	-8	-2
O=C(O)C1C2CCC(C2)C1C(=O)NCc1ccco1 (centres undefined)	10	-0.7	1	6	-1	-0.5	-7	-16	-11
c1ccc2c(c1)N1CCN=C1N2CCN1CCCCC1	7	-0.3	-14	-1	1	-0.4	-8	-1	-1
O=C(c1ccc(=O)[nH]c1)N(Cc1ccco1)C1(C(=O)NC2CCCC2)CCCCC1	-2	nt	-2	-25	nt	-1.4	-4	5	5
O=C(O)C1CCCCC1C(=O)Nc1ccc2c(c1)OCCO2 (centres undefined)	12	0.0	19	8	-11	-0.1	-7	-4	-4
CSc1nnc(-c2ccccc2)c(=O)[nH]1	15	-1.4	-10	-8	8	0.2	-6	9	-4
CSc1ccccc1NC(=O)c1cccnc1	1	0.9	5	2	4	48*	-7	-12	-3
C=CCn1c(Cc2ccc(OCC)cc2)nnc1SCC(N)=O	21	0.2	12	12	-11	0.4	-7	9	-5
CCOc1ccccc1Oc1c(C)oc2c(CN3CCN(CCO)CC3)c(O)ccc2c1=O	9	-1.3	11	4	-30	0.1	-15	-2	2
CN(C(=O)c1ccncc1)c1nnc(-c2ccccn2)s1	2	0.3	37	36	6	-0.8	-6	-2	9
CCOC(=O)c1sc(NC(=S)n2cc(C)cn2)c(C(=O)OCC)c1C	7	-0.1	11	-4	-4	0.2	24	-8	-1
Cc1ccc(N2CCN(S(=O)(=O)c3ccc(F)cc3)CC2)c(C)c1	5	-1.0	17	-37	18	-1.8	29	-9	19
CCOC(=O)C1=C(C)NC(=O)NC1C (centres undefined)	nt	-1.5	-20	-1	-19	0.2	-1	3	-2
Cn1c(C2=C(O)CN(c3ccc4c(c3)OCCO4)C2=N)nc2ccccc21	24	0.3	-7	17	-15	-1.4	-2	-2	-3
COC(=O)c1ccc(Oc2nc(C)cc(Oc3ccccc3)n2)cc1	17	-1.0	8	-4	-22	-0.4	4	20	21
CCOC(=O)C1CCN(C(C(=O)NC2CCCCC2)c2ccc(OC)cc2)CC1 (centres undefined)	6	nt	3	14	nt	0.5	17	0	-9
COC(=O)C(CCSC)NC(=O)CNC(=O)C1CCCCC1 (centres undefined)	4	nt	-1	-2	nt	-0.6	-14	-8	1
CC1(C)OC(=O)C(=CNc2ccccc2F)C(=O)O1	-1	0.5	-18	12	2	0.8	-27	-20	5
CC(C)n1nnnc1SCC(=O)Nc1ccccc1N1CCOCC1	17	-0.3	-14	-7	5	0.2	1	2	-4
C=CCSc1n[nH]c(-c2ccc(OCCCC)cc2)n1	31	-0.3	31	68*	-21	-0.3	86*	0	11
Cc1nc2ccccc2c2oc(C(=O)N3CCN(C4CCCCC4)CC3)cc12	17	-1.3	0	-3	18	0.9	-3	-10	2
Cc1c(C(O)CN2CCN(Cc3ccc4c(c3)OCO4)CC2)c2ccccc2n1C (centres undefined)	7	0.2	-30	-13	1	-0.1	13	33	-2
CC1CCN(c2nc3c(c(=O)n(C)c(=O)n3C)n2CCSc2nc3ccccc3o2)CC1	nt	0.1	-11	-16	-17	0.8	nt	-6	-5
CCOc1ccccc1NC(=O)N1CCCC1C(=O)Nc1ccc(NC(C)=O)cc1 (centres undefined)	0	-1.2	11	2	-12	0.6	-9	0	-4
CC1(C)Cc2ccccc2-c2nnc(SCC(=O)N3CCc4ccccc43)n21	12	-1.3	-15	2	-4	0.9	6	-21	-3

Going on with the list.
SMILES	AP ELISA ortho	S1P3 agonist	RORA act	SF1 activator	S1P1 ag-PAM	5HT1E ag	tolC growth inh	5HT1a antag	5HT1E antag
CSc1nnnn1-c1cccc(O)c1	15	-0.9	-3	-4	nt	0.3	-5	-1	0
O=C(COC(=O)C1CCCN1S(=O)(=O)c1ccc(Cl)cc1)Nc1ccc2c(c1)OCO2 (centres undefined)	3	-0.9	-4	19	-9	0.3	0	-3	2
CC(C)N1CCc2c(sc(NC(=O)c3ccc(S(=O)(=O)N4CCOCC4)cc3)c2C#N)C1	25	-1.3	-9	6	-18	1.0	1	16	6
COCCNC(=O)CCn1c(=O)oc2ccccc21	11	-1.3	2	-20	8	0.6	-15	-6	-1
c1ccc(Cn2nnnc2C(c2cccnc2)N2CCN(c3ccccc3)CC2)cc1 (centres undefined)	7	2.7	-16	6	-16	-1.1	13	11	-5
CCOc1ccc(C(=O)CCN2CCCCCC2)cc1	10	0.1	26	-22	14	0.8	nt	6	-7
COC(=O)c1ccc(-c2nc(-c3ccc(Br)o3)no2)cc1	nt	0.5	32	47	-16	-0.1	-26	-8	-3
O=C(CSc1n[nH]c(-c2ccc(S(=O)(=O)NC3CCCCC3)cc2)n1)N1CCCC1	1	0.0	-29	-8	8	-1.0	22	-7	1
CCCCn1c(NC(=O)c2ccccc2Cl)c(C#N)c2nc3ccccc3nc21	9	1.4	11	14	-37	8.5	99*	-13	7
O=C(c1ccco1)N1CCN(C(=O)C2Cc3ccccc3CN2S(=O)(=O)c2ccc(F)cc2)CC1 (centres undefined)	10	nt	13	-5	nt	-0.2	-3	0	1
